Glioma ERSR ind: qHTS for Inducers of the Endoplasmic Reticulum Stress Response (ERSR) in Human Glioma: qHTS; AID 602332, 2012; 420,000 tested, 0.02% active; Potency, µM, for inactives: at the top dose activation, most hits filed as activators; U87-MG GRP78 promoter luciferase reporter, 16 h; note: potency is the fitted concentration of half-maximal effect; series mostly up to about 76 µM; % of control where 0% means no effect; nearly all actives have a fitted effect of over 35% in size
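Stably transfected U87-MG human glioma cells carrying a GRP78-based luminescent sensor were seeded at 1000 cells/well, pin-dosed with compounds and incubated 16 h. Luciferase reagent was then added, and end-point luminescence was read after 10 min at room temperature.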
LDHA inh: qHTS assay for inhibitors of human lactate dehydrogenase; purified LDHA, NADH/diaphorase-resazurin fluorescence; stronger effect = lower value; AID 1347041, 2019; activity change, % (values are at about 110 or 230 µM); L-lactate dehydrogenase A chain (Homo sapiens), P00338; 480,000 tested, 0.15% active; in the data active = activity change below about -30%; inconclusive = mostly about -25% to -30%;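 note: plate controls were DMSO wells for no effect and wells without enzyme for full effect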
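Remaining NADH was detected by diaphorase (0.133 mg/mL) converting 37 µM resazurin to fluorescent resorufin, read at 0 and 20 minutes. The preceding 5-minute room-temperature reaction used 2 nM LDHA, 0.2 mM sodium pyruvate and 0.06 mM NADH at pH 7.4.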
Vif-A3G inh: qHTS for Inhibitors of Vif-A3G Interactions: qHTS. HeLa A3G-eYFP + Vif (tagged APOBEC3G with the HIV-1 protein that degrades it), YFP fluorescence, overnight. Potency, µM (doses to about 46.1 µM), for inactives: at the top dose activity, negative = active, most hits filed as inhibitors. 410,000 tested, 0.076% active. AID 602310, 2012;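 note: potency is the fitted concentration of half-maximal effect; % is set by controls: 0 for no effect and ±100 for the full control effect; nearly all actives have a fitted effect of over 60% in size; hits raise eYFP signal because A3G escapes Vif-driven loss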
Target sequence (Q9HC16 whole entry, looked up): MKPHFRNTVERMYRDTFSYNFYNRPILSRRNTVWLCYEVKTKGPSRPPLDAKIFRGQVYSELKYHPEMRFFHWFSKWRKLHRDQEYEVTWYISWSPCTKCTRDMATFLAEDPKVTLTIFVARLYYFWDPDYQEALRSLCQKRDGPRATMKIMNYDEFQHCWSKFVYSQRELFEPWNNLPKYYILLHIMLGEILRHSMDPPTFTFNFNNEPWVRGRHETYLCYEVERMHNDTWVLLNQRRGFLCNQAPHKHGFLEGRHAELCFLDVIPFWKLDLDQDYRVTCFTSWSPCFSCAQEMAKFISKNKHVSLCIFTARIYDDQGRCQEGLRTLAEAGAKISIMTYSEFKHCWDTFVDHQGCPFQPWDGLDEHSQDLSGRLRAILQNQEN
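HeLa cells stably expressing Vif and C-terminally eYFP-tagged A3G, seeded overnight at 37 deg C, then exposed to compound by pintool overnight at 37 deg C. Rise in yellow fluorescence (Ex 488/Em 500-530, Acumen) marks blocked Vif-driven A3G degradation.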
Active calls of the source: *; ? = inconclusive. Unless noted, calls come from the whole dose curve; as a rule, active = well fitted curve in the direction sought with a large enough effect; inconclusive = small, poorly fitted or top-dose-only effect, or another doubt; inactive = no such curve, though single readings can be large; an effect the other way counts as inactive or inconclusive. These rows are one share of the data. The share of hits here may be higher or lower than overall.

SMILES	Glioma ERSR ind	LDHA inh	Vif-A3G inh
O=C(C[n+]1cccc(Br)c1)c1ccc2ccccc2c1	4%	2	-5%
O=C(CC[C@H]1O[C@@H](n2ccc(=O)[nH]c2=O)[C@H](O)[C@@H]1O)N[C@H](Cc1ccccc1)C(=O)NCc1ccccc1	3%	-14	-1%
CCNC(=O)C1(C)CCN(Cc2ccc(-c3ccccc3)cc2)C1 (stereo not drawn)	0%	-12	1%
CCNC(=O)C1(C)CCCN(C(=O)C2(c3ccc(Cl)cc3)CCCC2)C1 (stereo not drawn)	-4%	-6	1%
c1csc(CNc2nc(NCC3CCCCC3)c3sccc3n2)c1	-7%	-9	-7%
CC(=O)Nc1cc(-c2ccc(N3CCN(C)CC3)cc2)cn2c(-c3ccc(F)c(Cl)c3)cnc12	-10%	4	-25%
CC1=C(C(=O)N(C(C)C)C(C)C)CC(CC(=O)NCc2cccc3ccccc23)C(=O)N1Cc1ccc(F)cc1 (stereo not drawn)	-3%	2	-7%
C[C@H]1CN([C@@H](C)CO)S(=O)(=O)c2ccc(Br)cc2O[C@@H]1CN(C)S(=O)(=O)c1ccccc1F	2%	-5	2%
CN(C)c1ccc(-c2csc(C(O)(c3ccccc3)C(F)(F)F)n2)cc1 (stereo not drawn)	1%	13	-13%
COCCNC(=O)C1CCCN(C(=O)c2cc(C(C)(C)C)nn2C)CC1 (stereo not drawn)	-1%	2	0%

Grouped by structure, the entries above containing a carbonyl joined to an NH by a bond outside any ring.
SMILES	Glioma ERSR ind	LDHA inh	Vif-A3G inh
O=C(CC[C@H]1O[C@@H](n2ccc(=O)[nH]c2=O)[C@H](O)[C@@H]1O)N[C@H](Cc1ccccc1)C(=O)NCc1ccccc1	3%	-14	-1%
CCNC(=O)C1(C)CCN(Cc2ccc(-c3ccccc3)cc2)C1 (stereo not drawn)	0%	-12	1%
CCNC(=O)C1(C)CCCN(C(=O)C2(c3ccc(Cl)cc3)CCCC2)C1 (stereo not drawn)	-4%	-6	1%
CC(=O)Nc1cc(-c2ccc(N3CCN(C)CC3)cc2)cn2c(-c3ccc(F)c(Cl)c3)cnc12	-10%	4	-25%
CC1=C(C(=O)N(C(C)C)C(C)C)CC(CC(=O)NCc2cccc3ccccc23)C(=O)N1Cc1ccc(F)cc1 (stereo not drawn)	-3%	2	-7%
COCCNC(=O)C1CCCN(C(=O)c2cc(C(C)(C)C)nn2C)CC1 (stereo not drawn)	-1%	2	0%

Continuation:
SMILES	Glioma ERSR ind	LDHA inh	Vif-A3G inh
CC(=O)Nc1cccc(-c2ccnc3c2CC(C(=O)NCC2CCOCC2)O3)c1 (stereo not drawn)	-1%	-7	?
O=S1(=O)CC(N2CCC(c3ccccc3)CC2)CN1Cc1ccccc1 (stereo not drawn)	-1%	-11	0%
Brc1cccc(-c2nc3c4ccccc4ccn3c2Cc2ccsc2)c1	1%	-16	-1%
CCc1nc2c(OCc3ccc4c(c3)OCO4)cccn2c1N(C=O)Cc1ccccc1	3%	-1	-3%
COc1ccc(C(O)c2nc(-c3cc(F)cc(Cl)c3)cs2)cc1 (stereo not drawn)	-3%	0	0%
CC(=O)c1cccc(S(=O)(=O)N2CCN(c3nc(-c4cccs4)nc4ccccc34)CC2)c1	-4%	-2	1%
COc1ccc(Cl)cc1-c1cc(C(=O)NC2CCCCC2)[nH]n1	2%	-8	-9%
COc1ccc(NC(=O)C2(C)CCCN(C(C)C)C2)cc1OC (stereo not drawn)	-3%	0	-3%
CC(=O)Nc1cccc(-c2cc(NC=O)c3ncc(-c4ccc(F)c(Cl)c4)n3c2)c1	-4%	-3	?
COc1cc2c(NC3CCN(C)CC3)nc(N3CCCN(C)CC3)nc2cc1OCCCC(C)C	-12%	8	4%
CCCNC(=O)C1(C)CCCN(Cc2cccc(Oc3ccccc3)c2)C1 (stereo not drawn)	-3%	-3	0%
NC(=O)NN=C1c2cc(S(=O)(=O)N3CCOCC3)ccc2-c2ccc(S(=O)(=O)N3CCOCC3)cc21	-1%	2	3%
Cc1ccc(C)c(C(O)c2ncc(-c3ccccc3Cl)[nH]2)c1 (stereo not drawn)	0%	-16	-5%
COc1ccc(CN(C)C(=O)/C=C/[C@H]2O[C@@H](n3cnc4c(N)ncnc43)[C@H](O)[C@@H]2O)cc1OC	-4%	-4	-2%
CCOC(=O)C1(C)CCCCN1C(=O)c1ccc(F)c(C)c1 (stereo not drawn)	-3%	-3	-1%
CCCS(=O)(=O)c1ncc(Cl)c(C(=O)Nc2sc3c(c2C(=O)NCC)CCCC3)n1	-5%	2	-4%
COc1ccc(NC(=O)C2(C)CCN2Cc2ccc(OC(C)C)cc2)cc1OC (stereo not drawn)	-1%	3	3%
COc1ccc2nccc(/C=C/c3ccc(N(C)C)cc3)c2c1	-1%	6	?
CCCCNC(=O)C(NC(=O)c1cccnc1)C(=O)c1ccccc1 (stereo not drawn)	-2%	-5	-3%
Brc1cccc[n+]1CCC[n+]1ccccc1Br	-2%	-65*	-1%

Part of the list above, field by field.
smiles: CCCS(=O)(=O)c1ncc(Cl)c(C(=O)Nc2sc3c(c2C(=O)NCC)CCCC3)n1
  Glioma ERSR ind = -5%
  LDHA inh = 2
  Vif-A3G inh = -4%

smiles: COc1ccc(NC(=O)C2(C)CCN2Cc2ccc(OC(C)C)cc2)cc1OC (stereo not drawn)
  Glioma ERSR ind = -1%
  LDHA inh = 3
  Vif-A3G inh = 3%

Next part:
SMILES	Glioma ERSR ind	LDHA inh	Vif-A3G inh
C=C1C=C(C(F)F)n2ncc(C(=O)NCc3ccc(OC)cc3)c2N1	0%	-2	-2%
NC(c1ccccc1)c1csc(Nc2ccccn2)n1 (stereo not drawn)	-3%	-5	1%
Cc1cc(F)ccc1-c1cc(C(=O)NCc2cc(C(F)(F)F)cc(C(F)(F)F)c2)[nH]n1	-6%	-8	-5%
CCCNC(=O)c1cc(C2CCCCN2C(=O)c2ccc3ccccc3c2)on1 (stereo not drawn)	-6%	-4	0%
CCCCNC(=O)C1(C)CCN1C(=O)c1ccc(C)c(F)c1 (stereo not drawn)	-4%	-10	-3%
COc1ccc(CN(C)C(=O)[C@H]2O[C@@H](n3ccc(=O)[nH]c3=O)[C@H](O)[C@@H]2O)cc1OC	1%	-1	-2%
CCOC(=O)C1=C(C)N=c2sc(=Cc3ccc(OCC(=O)O)cc3)c(=O)n2C1c1ccc(SC)cc1 (stereo not drawn)	-2%	-8	-25%
N#Cc1ccc(NC(=S)N2CCC3CC2c2cc(-c4ccc5c(c4)OCO5)ccc23)cc1 (stereo not drawn)	-4%	-15	0%
CCCCN(C)c1c(C)nc2ccc(C(=O)Nc3ccc(OC)c(OC)c3)cn12	-1%	-1	0%
CC(=O)Nc1ccc(NC(=O)c2csc([C@@H]3C[C@H](O)[C@@H](CO)O3)n2)cc1	-5%	-7	3%

Part of the list above, field by field:
canonical_smiles: COc1ccc(CN(C)C(=O)[C@H]2O[C@@H](n3ccc(=O)[nH]c3=O)[C@H](O)[C@@H]2O)cc1OC
  Glioma ERSR ind: 1%	LDHA inh: -1	Vif-A3G inh: -2%
canonical_smiles: CCOC(=O)C1=C(C)N=c2sc(=Cc3ccc(OCC(=O)O)cc3)c(=O)n2C1c1ccc(SC)cc1 (stereo not drawn)
  Glioma ERSR ind: -2%	LDHA inh: -8	Vif-A3G inh: -25%
canonical_smiles: N#Cc1ccc(NC(=S)N2CCC3CC2c2cc(-c4ccc5c(c4)OCO5)ccc23)cc1 (stereo not drawn)
  Glioma ERSR ind: -4%	LDHA inh: -15	Vif-A3G inh: 0%
canonical_smiles: CCCCN(C)c1c(C)nc2ccc(C(=O)Nc3ccc(OC)c(OC)c3)cn12
  Glioma ERSR ind: -1%	LDHA inh: -1	Vif-A3G inh: 0%

New compounds follow
SMILES	Glioma ERSR ind	LDHA inh	Vif-A3G inh
Cc1cccc(C)c1NC(=O)c1csc(COCCO)n1	-1%	-6	0%
CCOC(=O)C1=CCN(S(=O)(=O)c2ccccc2Br)C1c1ccc(F)cc1 (stereo not drawn)	-5%	-3	-5%
CC(=O)Nc1ccc(NC(=O)C2Cc3c(-c4ccc5c(c4)OCO5)ccnc3O2)cc1 (stereo not drawn)	-5%	-7	-4%
CNc1nc(NCCOc2ccccc2)c2sccc2n1	-1%	-5	-1%
CC1(C(=O)NCc2ccc(Cl)cc2)CCN1C(=O)Cc1ccc(Cl)cc1Cl (stereo not drawn)	-1%	-1	-1%
CN(C)Cc1csc(Nc2ccc(C(F)(F)F)cn2)n1	-2%	30	0%
CC1(C(=O)NS(=O)(=O)c2cccc(F)c2)CCN1C(=O)c1ccccc1CCc1ccccc1 (stereo not drawn)	-1%	0	-3%
CCCCOc1ccc(S(=O)(=O)NC(=O)C2(C)CCN2C(=O)CCc2ccccc2)cc1 (stereo not drawn)	-2%	-2	0%
CSc1ccc(CN2CCC(C)(Oc3ccc(F)cc3)C2)cc1 (stereo not drawn)	-4%	-5	-2%
CCOC(=O)C1=CCC(c2ccccc2)N(S(=O)(=O)c2ccccc2[N+](=O)[O-])C1 (stereo not drawn)	?	-9	-5%
CCOC(=O)C1(C)CCCCCN1C(=O)/C=C/c1ccccc1 (stereo not drawn)	4%	-9	-8%
O=C(NCc1ccccc1)c1cc(C2CCCN(C(=O)c3ccccc3)C2)on1 (stereo not drawn)	-2%	-9	2%
Cc1cc(C(=O)N2CCC2(C)C(=O)NCCC#N)nn1C (stereo not drawn)	-5%	-4	-5%
CC1=C(C(=O)N2CCOCC2)CC(CC(=O)NC2CC2)C(=O)N1Cc1ccc(F)cc1 (stereo not drawn)	-3%	-5	1%
COCc1cccc(-c2csc(C(NC(C)=O)c3ccccc3)n2)c1 (stereo not drawn)	-3%	-1	-3%
CCCc1nc2c(C)cc(Br)cn2c1Cc1ccsc1	3%	5	-5%
NC(Cc1ccc(C(F)(F)F)cc1)c1csc(Nc2ccc(C(=O)NCCCO)cn2)n1 (stereo not drawn)	-7%	1	-14%
Nc1ccc(/C=C/c2ccc3cccnc3c2)cc1	-8%	8	-7%
O=C(Nc1ccc(-n2nncc2-c2ccccc2)cc1)c1ccccc1	-4%	2	4%
O=C(NC(c1ccc(Cl)cc1)c1cnccn1)C1CCN(CCCOc2ccccc2)CC1 (stereo not drawn)	-3%	-1	1%
Cc1ccc(Cc2c(-c3ccc(C#N)cc3)nc3ccc(Cl)cn23)cc1	-2%	-6	-6%
CC(=O)c1cc2ccccc2c2ccccc12	-2%	-2	-2%
Nc1ccccc1C(=O)NN=Cc1cccnc1	-4%	3	2%
O=S(=O)(c1ccc2ccccc2c1)N1CCN(c2nc(-c3ccccc3)nc3ccccc23)CC1	-2%	-5	-1%
COc1ccc(C2Nc3ccccc3C(=O)N2Cc2ccccc2)cc1COc1ccccc1F (stereo not drawn)	-2%	1	3%
CC(=O)Oc1ccc(Cn2c(C)c(C(=O)N(C)Cc3ccc(F)cc3)sc2=O)cc1	-2%	-1	-3%
OC(c1cccc(Cl)c1)c1ncc(-c2cccc(C(F)(F)F)c2)[nH]1 (stereo not drawn)	-3%	-6	-10%
COCCNC(=O)C1CCCN(Cc2ccc(Cl)cc2)CC1 (stereo not drawn)	-5%	-1	0%
COc1cccc(COC(=O)Nc2ccccc2)c1OC	3%	-4	-5%
CC1(C(=O)NCc2ccco2)Cc2c(-c3cccc(C(F)(F)F)c3)ccnc2O1 (stereo not drawn)	-5%	0	?
OCc1ccccc1-c1ccc2nncn2c1	-2%	-4	-2%
CC(=O)Nc1cncc(-c2ccccc2CO)n1	-3%	0	-3%
COc1ccc(CNC(=O)C2(C)Cc3c(-c4cccc(NC(C)=O)c4)ccnc3O2)cc1OC (stereo not drawn)	-4%	-10	?
O=S1(=O)CC(N2CCN(c3ccccn3)CC2)CN1Cc1ccc(F)cc1 (stereo not drawn)	-3%	-10	2%
Cc1ccc(Nc2ncnc3nc[nH]c23)cc1	-1%	-3	1%
COc1cc(OC)nc(C(NC(=O)C2CCN(Cc3c[nH]c4ccccc34)CC2)c2ccc(Cl)cc2)n1 (stereo not drawn)	-13%	-7	-12%
CCNC(=O)C1(C)CCN(C(=O)c2cc(OC)c(OC)c(OC)c2)C1 (stereo not drawn)	-3%	-5	-3%
CN(C)CCNc1ncnc2c1ncn2[C@H]1CN(Cc2ccc3c(c2)OCO3)C[C@@H](CO)O1	-3%	-1	3%
COc1cccc(Nc2nc(C(N)Cc3ccccc3)cs2)n1 (stereo not drawn)	-8%	-9	-19%
CC(C)(C)c1ccc(C(O)c2ncc(-c3ccccc3Cl)[nH]2)cc1 (stereo not drawn)	-1%	-10	-5%
COc1ccc2c(CN(Cc3ccccc3)Cc3ccccc3)cc(=O)oc2c1	-3%	-5	-3%
